MIN6 prolif: MIN6 beta-cell proliferation induction | MIN6 cells proliferation, ATPlite luminescence, 48 h; cells starved in 0.2% serum; 100% = growth in 10% serum | proliferation, % at 10 µM | 0.29% of 330,000 active | AID 2380;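 active = compounds whose signal lies at least 3.5 SD above the mean of all wells on their plate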;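 note: 0% = DMSO-treated cells in low-serum medium and 100% = 10% serum control; some compounds called inactive have numbers as strong as hits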
tim23-1 inh: inhibits growth of tim23-1 mutant yeast; AID 463212; 1.3% of 330,000 active; S. cerevisiae tim23-1 growth, BacTiter-Glo luminescence, 24 h; inhibition, % at 20 µM;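 active = growth inhibition of the mutant yeast at or above 50%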;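 note: temperature-sensitive mutant grown at 25 °C; plate controls were DMSO-treated mutant yeast for no effect and medium wells lacking yeast for full effect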
NR3A LBD binder: modulators (binders) of human NR3A ligand-binding domain. NR3A LBD differential scanning fluorimetry, Tm shift; 0% = protein alone, 100% = glycine-bound protein. Tm shift relative to glycine control, % at 25 µM. 2.5% of 340,000 active. AID 1259313;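 active = melting temperature shift of at least 10% of the positive control shift, at one fixed dose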
TIM10 inh: TIM10 yeast growth inhibition; inhibition, % at 10 µM; AID 463195; 1.4% of 330,000 active; S. cerevisiae TIM10 strain growth, BacTiter-Glo luminescence, 24 h;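 active = inhibition of 40% or more at the single tested concentration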;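 note: wild-type TIM10 isogenic control strain grown at permissive 25 °C; 0% = DMSO yeast wells and 100% = minimal medium wells without yeast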
APJ antagonist: blocks the human apelin receptor APJ; inhibition, % at 20 µM; 0.32% of 330,000 active; CHO-K1 APJ beta-arrestin complementation, luminescence;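 active = inhibition above about 40% at 20 µM, limit read from the data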;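 note: cells challenged with 10 nM apelin-13 agonist together with compound; plate controls were apelin-13 plus DMSO wells for no effect and DMSO wells lacking apelin-13 for full effect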
Target sequence (P35414 whole entry, looked up): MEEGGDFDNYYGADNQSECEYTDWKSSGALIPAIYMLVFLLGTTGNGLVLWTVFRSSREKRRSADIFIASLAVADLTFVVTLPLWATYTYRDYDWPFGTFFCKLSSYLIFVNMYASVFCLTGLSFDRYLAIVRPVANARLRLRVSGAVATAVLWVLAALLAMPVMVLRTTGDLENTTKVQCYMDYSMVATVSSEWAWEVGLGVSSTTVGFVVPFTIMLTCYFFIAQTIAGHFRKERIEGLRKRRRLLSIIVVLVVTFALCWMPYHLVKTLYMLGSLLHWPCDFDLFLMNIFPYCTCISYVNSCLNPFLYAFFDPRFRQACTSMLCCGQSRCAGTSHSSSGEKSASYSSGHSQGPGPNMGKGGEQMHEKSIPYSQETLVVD
APJ ag: agonists of human APJ apelin receptor; P35414; CHO-K1 APJ PathHunter beta-arrestin, luminescence; 0% DMSO wells, 100% apelin; activation, % at 20 µM; 0.11% of 330,000 active; AID 2520;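 active = activation more than six SD over the plate average, tested at 20 µM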;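 note: 0% = DMSO alone and 100% = apelin-13 at 10 nM; some results filed as inactive read as strong as hits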
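Assay system: CHO-K1 APJ beta-arrestin complementation cell line / Compound: single test compound dose, 20 µM final, 1% DMSO / Times: overnight seeding, 90 min compound at 25 °C, 1 h detection / Technique: beta-gal luminescence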
MPTP inh: blocks calcium-induced mitochondrial swelling | 1.4% of 360,000 active | inhibition, % at 10 µM | isolated mouse mitochondria, Ca2+ swelling absorbance, 30 min;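 active = inhibition of 50% or more, scaled per plate between neutral and stimulator controls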;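 note: 0% = DMSO wells given calcium and 100% = 1 mM EGTA wells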
tim10-1 inh: tim10-1 yeast growth inhibition; inhibition, % at 20 µM; 2.2% of 330,000 active; AID 463190; S. cerevisiae tim10-1 ts strain growth, BacTiter-Glo, 24 h;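 active = inhibition of at least 40%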;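 note: mutant grown at 25 °C; 0% = DMSO wells with yeast and 100% = wells holding no yeast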
NLRP3 yeast inh: NALP3 inhibition in yeast | Yeast reconstituted NLRP3/ASC/caspase-1, beta-gal luminescence, 24 h | inhibition, % at 10 µM | 0.39% of 330,000 active | AID 2825;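 active = inhibition of 50% or more; inactive = inhibition below 50%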;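 note: plate controls were induced DMSO wells for no effect and uninduced yeast grown without galactose for full effect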
Numbers without * were called inactive.

Screening O=C1c2ccccc2C(O)(c2ncc[nH]2)N1CCc1ccccc1 (stereo unspecified) returned MIN6 prolif 0, tim23-1 inh 3, NR3A LBD binder 0, TIM10 inh 3, APJ antagonist 8, APJ ag 0, MPTP inh -0.8, tim10-1 inh 1 and NLRP3 yeast inh 12.
Screening COc1cc(NC(=O)c2nnn(Cc3ccc(SC)cc3)c2N)cc(OC)c1 returned MIN6 prolif -7, tim23-1 inh 8, NR3A LBD binder -1, TIM10 inh -31, APJ antagonist 3, APJ ag 1, MPTP inh 0.2, tim10-1 inh -31 and NLRP3 yeast inh -4.
`CC1(C)CC(=O)C2=C(C1)Nc1ccccc1S2` gave MIN6 prolif -1, tim23-1 inh 14, NR3A LBD binder 0, TIM10 inh 5, APJ antagonist -21, APJ ag 10, MPTP inh 2.0, tim10-1 inh 4 and NLRP3 yeast inh 15.
CCOc1ccccc1C(=O)NC(C(=O)NCc1ccc(F)cc1)C(C)C (stereo unspecified) was read as MIN6 prolif -3, tim23-1 inh 14, NR3A LBD binder 1, TIM10 inh 7, APJ antagonist -4, APJ ag -3, MPTP inh -0.3, tim10-1 inh 18 and NLRP3 yeast inh 2.
For COc1ccc(/C=C/C(=O)c2c(C)nc3ccccn23)cc1 the results were MIN6 prolif 2, tim23-1 inh 22, NR3A LBD binder 1, TIM10 inh 17, APJ antagonist 20, APJ ag 0, MPTP inh 0.8, tim10-1 inh 23 and NLRP3 yeast inh -2.
For CCN(CC)S(=O)(=O)c1cccc(-c2nnc(SCc3ncc(-c4ccccc4)o3)n2C)c1 the results were MIN6 prolif -1, tim23-1 inh 12, NR3A LBD binder 1, TIM10 inh 23, APJ antagonist -2, APJ ag -4, MPTP inh 1.6, tim10-1 inh 20 and NLRP3 yeast inh 5.
COc1ccc(-c2cc(C(=O)Nc3cc(Br)ccc3O)no2)cc1 was read as MIN6 prolif -2, tim23-1 inh 1, NR3A LBD binder 1, TIM10 inh 0, APJ antagonist -3, APJ ag -4, MPTP inh -0.5, tim10-1 inh 0 and NLRP3 yeast inh 4.
CN1CCN(c2ccc(NC(=O)c3cc4ccccc4o3)cc2)CC1 was read as MIN6 prolif -4, tim23-1 inh 9, NR3A LBD binder -4, TIM10 inh -4, APJ antagonist 16, APJ ag -1, MPTP inh 0.6, tim10-1 inh 4 and NLRP3 yeast inh 15.
`COc1ccccc1NC(=O)CN1C(=O)NC(CC(C)C)C1=O` (stereo unspecified) gave MIN6 prolif -4, tim23-1 inh 7, NR3A LBD binder 0, TIM10 inh -14, APJ antagonist -10, APJ ag -1, MPTP inh -0.6, tim10-1 inh 8 and NLRP3 yeast inh 3.
CCCCCC[N+](C)(C)CC/C=C1/c2ccccc2Sc2ccc(Cl)cc21 was read as MIN6 prolif -4, tim23-1 inh 24, NR3A LBD binder -4, TIM10 inh 17, APJ antagonist 18, APJ ag -7, MPTP inh 0.6, tim10-1 inh 14 and NLRP3 yeast inh 6.

Fetched by compound from above:
CCOc1ccccc1C(=O)NC(C(=O)NCc1ccc(F)cc1)C(C)C (stereo unspecified) was read as MIN6 prolif -3, tim23-1 inh 14, NR3A LBD binder 1, TIM10 inh 7, APJ antagonist -4, APJ ag -3, MPTP inh -0.3, tim10-1 inh 18 and NLRP3 yeast inh 2.
CN1CCN(c2ccc(NC(=O)c3cc4ccccc4o3)cc2)CC1 was read as MIN6 prolif -4, tim23-1 inh 9, NR3A LBD binder -4, TIM10 inh -4, APJ antagonist 16, APJ ag -1, MPTP inh 0.6, tim10-1 inh 4 and NLRP3 yeast inh 15.
Screening O=C1c2ccccc2C(O)(c2ncc[nH]2)N1CCc1ccccc1 (stereo unspecified) returned MIN6 prolif 0, tim23-1 inh 3, NR3A LBD binder 0, TIM10 inh 3, APJ antagonist 8, APJ ag 0, MPTP inh -0.8, tim10-1 inh 1 and NLRP3 yeast inh 12.
COc1ccc(-c2cc(C(=O)Nc3cc(Br)ccc3O)no2)cc1 was read as MIN6 prolif -2, tim23-1 inh 1, NR3A LBD binder 1, TIM10 inh 0, APJ antagonist -3, APJ ag -4, MPTP inh -0.5, tim10-1 inh 0 and NLRP3 yeast inh 4.

The list goes on.
`CC(C)(C)N(Cc1ccccc1)C(=O)COC(=O)c1ccc2ccccc2n1` gave MIN6 prolif -1, tim23-1 inh 31, NR3A LBD binder -10, TIM10 inh 16, APJ antagonist 10, APJ ag -3, MPTP inh -1.0, tim10-1 inh 21 and NLRP3 yeast inh 16.
COC(=O)N1[C@H](C)C=C[C@]1(Cc1ccccc1)C(=O)O was read as MIN6 prolif -2, tim23-1 inh 14, NR3A LBD binder 2, TIM10 inh 2, APJ antagonist 12, APJ ag 7, MPTP inh -0.9, tim10-1 inh -6 and NLRP3 yeast inh 3.
Screening O=C(Cn1c(=O)n(Cc2ccc(F)cc2)c(=O)c2ccccc21)NCC1CCCO1 (stereo unspecified) returned MIN6 prolif 1, tim23-1 inh 16, NR3A LBD binder -1, TIM10 inh -15, APJ antagonist 10, APJ ag -2, MPTP inh -1.4, tim10-1 inh 13 and NLRP3 yeast inh 27.
`CC(C(=O)Nc1ccc2nccnc2c1)N1C(=O)C2C3C=CC(C3)C2C1=O` (stereo unspecified) gave MIN6 prolif -3, tim23-1 inh 4, NR3A LBD binder 2, TIM10 inh -2, APJ antagonist 8, APJ ag -2, MPTP inh -0.3, tim10-1 inh 8 and NLRP3 yeast inh 6.
CC(Oc1ccc(Cl)cc1Cl)/C(N)=N/O (stereo unspecified) was read as MIN6 prolif -2, tim23-1 inh 0, NR3A LBD binder -2, TIM10 inh -19, APJ antagonist 14, APJ ag -1, MPTP inh -0.4, tim10-1 inh -12 and NLRP3 yeast inh 6.
O=C(Cc1cccc2ccccc12)NN1C(=O)/C(=C\c2cccnc2)SC1=S was read as MIN6 prolif -3, tim23-1 inh 3, NR3A LBD binder -1, TIM10 inh 1, APJ antagonist 3, APJ ag -4, MPTP inh 2.6, tim10-1 inh 6 and NLRP3 yeast inh -13.
For CCOc1ccccc1OC(=O)c1cc2ccccc2oc1=O the results were MIN6 prolif 2, tim23-1 inh 38, NR3A LBD binder -1, TIM10 inh 5, APJ antagonist -11, APJ ag -1, MPTP inh 0.3, tim10-1 inh -2 and NLRP3 yeast inh 7.
For CCC(COC)NCc1cn(-c2ccc(OC)cc2)nc1-c1cccc(F)c1 (stereo unspecified) the results were MIN6 prolif -4, tim23-1 inh 2, NR3A LBD binder 0, TIM10 inh 7, APJ antagonist 1, APJ ag -3, MPTP inh 1.6, tim10-1 inh 25 and NLRP3 yeast inh 24.
`COc1ccc(NC(=O)C2CCN(c3cnccn3)CC2)cc1OC` gave MIN6 prolif 2, tim23-1 inh 0, NR3A LBD binder 1, TIM10 inh 20, APJ antagonist 5, APJ ag -1, MPTP inh 0.7, tim10-1 inh 8 and NLRP3 yeast inh 12.
Screening CC(=O)Nc1ccccc1NC(=O)c1ccccc1 returned MIN6 prolif -3, tim23-1 inh 9, NR3A LBD binder 2, TIM10 inh -10, APJ antagonist 7, APJ ag -4, MPTP inh 0.7, tim10-1 inh -16 and NLRP3 yeast inh 3.
Screening Cc1ccc(CN2CC(C(=O)Nc3cccc(C)n3)CC2=O)cc1 (stereo unspecified) returned MIN6 prolif -1, tim23-1 inh 20, NR3A LBD binder 2, TIM10 inh -1, APJ antagonist 8, APJ ag 1, MPTP inh -1.0, tim10-1 inh 6 and NLRP3 yeast inh 14.
Cc1ccc(OCc2ccccc2C)c([N+](=O)[O-])n1 was read as MIN6 prolif -4, tim23-1 inh 20, NR3A LBD binder -1, TIM10 inh -7, APJ antagonist -20, APJ ag -3, MPTP inh -0.3, tim10-1 inh 17 and NLRP3 yeast inh 23.
`COc1ccc(-c2noc(CCC(=O)N3CCN(c4ccccc4C)CC3)n2)cc1` gave tim23-1 inh 48, NR3A LBD binder 2, TIM10 inh 16, MPTP inh -1.0 and tim10-1 inh 27.
Screening Cc1cc(C)n(C(=O)CNC(=O)C2COc3ccccc3O2)n1 (stereo unspecified) returned MIN6 prolif 0, tim23-1 inh 10, NR3A LBD binder 2, TIM10 inh 5, APJ antagonist -12, APJ ag -1, MPTP inh 8.3, tim10-1 inh 18 and NLRP3 yeast inh 15.
Screening Cc1ccc(OCC(=O)NC(=S)Nc2ccc(S(=O)(=O)Nc3cc(C)on3)cc2)c(Br)c1 returned MIN6 prolif 0, tim23-1 inh 7, NR3A LBD binder -4, TIM10 inh 10, APJ antagonist 10, APJ ag -4, MPTP inh 3.0, tim10-1 inh 1 and NLRP3 yeast inh 15.
Screening O=C(CSc1nnc(-c2cccnc2)n1Cc1ccco1)c1ccc(Br)cc1 returned MIN6 prolif -3, tim23-1 inh 31, NR3A LBD binder 1, TIM10 inh -10, APJ antagonist -5, APJ ag -3, MPTP inh 4.5, tim10-1 inh 26 and NLRP3 yeast inh 6.
For COc1cccc(/C=N/NC(=O)N/N=C/c2cccc(OC)c2O)c1O the results were MIN6 prolif -1, tim23-1 inh 7, NR3A LBD binder 35*, TIM10 inh -17, APJ antagonist 9, APJ ag 1, MPTP inh 3.0, tim10-1 inh 4 and NLRP3 yeast inh 28.
Screening COCCCN(CC(=O)Nc1ccc(N2CCOCC2)cc1)S(=O)(=O)c1ccc(Cl)cc1 returned MIN6 prolif 4, tim23-1 inh 7, NR3A LBD binder 2, TIM10 inh -1, APJ antagonist -5, APJ ag -2, MPTP inh 0.6, tim10-1 inh 16 and NLRP3 yeast inh -5.
Screening CC1(C)CC(O)(CCNCc2ccc3c(c2)OCO3)CCO1 (stereo unspecified) returned MIN6 prolif -1, tim23-1 inh 7, NR3A LBD binder -1, TIM10 inh -5, APJ antagonist -5, APJ ag -2, MPTP inh -1.6, tim10-1 inh 3 and NLRP3 yeast inh 20.
`Cc1ccc(S(=O)(=O)N2Cc3ccccc3CC2C(=O)NC(C)(C)C)cc1` (stereo unspecified) gave MIN6 prolif -2, tim23-1 inh 37, NR3A LBD binder 0, TIM10 inh 12, APJ antagonist 7, APJ ag -1, MPTP inh -0.8, tim10-1 inh 28 and NLRP3 yeast inh 11.
`COc1cc(OC)cc(C(=O)N2CCC(N3CCCCCC3)CC2)c1` gave MIN6 prolif -2, tim23-1 inh 12, NR3A LBD binder 1, TIM10 inh -3, APJ antagonist -1, APJ ag -3, MPTP inh -1.2, tim10-1 inh 10 and NLRP3 yeast inh 12.
`Cc1cccc(NC(=O)C2CCN(S(=O)(=O)c3ccc(Cl)cc3)CC2)n1` gave MIN6 prolif -3, tim23-1 inh 12, NR3A LBD binder 2, TIM10 inh -1, APJ antagonist 20, APJ ag 3, MPTP inh 0.1, tim10-1 inh 15 and NLRP3 yeast inh 14.
`COC(=O)CSc1nc(NC#N)nc(NC(C)(C)C)n1` gave MIN6 prolif -2, tim23-1 inh -13, NR3A LBD binder 2, TIM10 inh 6, APJ antagonist 12, APJ ag -3, MPTP inh -0.1, tim10-1 inh 6 and NLRP3 yeast inh 12.

Assay outcomes as filed in PubChem BioAssay.
